# Source: PubChem
# CYP2C9 inhib: blockers of cytochrome P450 2C9 activity – biochemical, luminescence, ADME assay, primary screen. P11712. CYP2C9 Supersomes, luciferin-H conversion. inhibition, % at 5 µM. 20% of 96,000 active. AID 777, 2007;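 active means blocking of liver enzyme CYP2C9 beyond about 50% at 5 µM, limit read from the data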; further: values of inactives mirror those of a sister screen read the other way
# PTK2B oligo ant: antagonists of Pyk2 self-association, primary screen, Q293 cells, FERM NanoBiT luminescence, HTS | stronger effect = lower value | z-score (the deposit names both 25 µM and 10 µM) | 0.83% of 99,000 active;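 active means Z-score of -3 or lower, scaled per plate to the spread of control and sample wells; inactive means z-score above -3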;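 further: negative z-score means lost luminescence so less FERM oligomerization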
# Target sequence (Q14289 whole entry, looked up): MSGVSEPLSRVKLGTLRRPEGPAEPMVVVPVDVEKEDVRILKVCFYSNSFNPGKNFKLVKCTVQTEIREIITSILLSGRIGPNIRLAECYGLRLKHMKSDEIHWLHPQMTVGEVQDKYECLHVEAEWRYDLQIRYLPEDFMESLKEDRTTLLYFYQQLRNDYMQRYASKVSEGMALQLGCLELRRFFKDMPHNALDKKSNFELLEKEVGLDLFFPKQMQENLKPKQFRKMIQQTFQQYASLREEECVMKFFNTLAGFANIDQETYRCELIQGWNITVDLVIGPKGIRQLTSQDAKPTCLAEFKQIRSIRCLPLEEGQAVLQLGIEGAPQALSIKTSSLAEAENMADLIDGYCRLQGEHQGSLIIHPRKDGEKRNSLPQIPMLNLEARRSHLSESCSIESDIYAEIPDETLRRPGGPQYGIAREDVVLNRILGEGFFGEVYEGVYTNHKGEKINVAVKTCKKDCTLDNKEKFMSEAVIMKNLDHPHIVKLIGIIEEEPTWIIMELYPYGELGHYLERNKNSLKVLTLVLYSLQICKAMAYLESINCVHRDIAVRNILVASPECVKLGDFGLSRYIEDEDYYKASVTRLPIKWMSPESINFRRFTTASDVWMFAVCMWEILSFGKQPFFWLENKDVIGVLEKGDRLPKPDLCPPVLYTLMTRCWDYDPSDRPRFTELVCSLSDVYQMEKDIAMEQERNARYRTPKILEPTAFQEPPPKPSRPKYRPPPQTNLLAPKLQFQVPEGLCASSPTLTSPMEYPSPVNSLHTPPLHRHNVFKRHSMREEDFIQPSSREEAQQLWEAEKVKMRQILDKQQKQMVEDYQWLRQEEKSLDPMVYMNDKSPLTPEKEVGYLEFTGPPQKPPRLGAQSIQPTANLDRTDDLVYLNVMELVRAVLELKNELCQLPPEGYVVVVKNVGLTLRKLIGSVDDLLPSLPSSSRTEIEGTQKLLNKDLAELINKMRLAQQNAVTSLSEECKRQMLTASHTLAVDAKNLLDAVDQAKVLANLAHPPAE
# CYP2C19 act: human CYP2C19 activators, primary screen, biochemical, luminescence; recombinant CYP2C19, luciferin-H EGE luminescence; stronger effect = higher value; 0 = fully inhibited enzyme, 1 = untreated enzyme; activation factor at 5 µM; 96,000 tested, under 10 active; AID 1025, 2008;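 active means activation factor of at least 2 at 5 µM in the primary screen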;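 further: 0 = wells with 2.5 mM tranylcypromine and 1 = vehicle-only wells; values of inactives mirror those of a sister screen read the other way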
# MT1-MMP txn act: MT1-MMP promoter reporter activation – cell-based, luciferase luminescence, primary screen | HT1080 MT1-MMP promoter luciferase reporter, overnight; stronger effect = higher value | activation factor at 10 µM | 0.16% of 86,000 active;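 active means activation factor of at least 2 for MT1-MMP transcription at 10 µM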
# PLAP act: PLAP enzyme activators, biochemical, luminescence, HTS; 1.2% of 96,000 active; Alkaline phosphatase, placental type (Homo sapiens), P05187; activation fold at 20 µM; purified PLAP enzyme, luminescent substrate read-out; stronger effect = higher value; in the data active means activation fold above about 2
# Mac1 fbg inh: inhibitors of CD11b/CD18 adhesion to fibrinogen, primary screen, K562 cells, luminescence; Integrin beta-2 (Homo sapiens) + Integrin alpha-M (Homo sapiens), P05107+P11215; ATPlite luminescence; Mn2+ added to activate the integrin; inhibition, % at 10 µM; 0.54% of 93,000 active;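 active means primary inhibition of 50% or more at 10 µM, then 40% or more on retest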; further: some results filed as inactive read as strong as hits
# CYP2C19 inh: blockers of cytochrome P450 2C19 activity – biochemical, luminescence, ADME assay, primary screen; P33261; CYP2C19 Supersomes, luciferin-H EGE luminescence, 30 min; inhibition, % at 5 µM; 21% of 96,000 active; AID 778, 2007;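 active means CYP2C19 inhibition above a set limit at 5 µM in the primary screen, cut at about 50% in these data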;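 further: plate controls were negative control wells for no effect and 2.5 mM tranylcypromine positive control for full effect; values of inactives mirror those of a sister screen read the other way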
# CYP2C9 act: human CYP2C9 activators, primary screen, biochemical, luminescence; Cytochrome P450 2C9 (Homo sapiens), P11712; recombinant CYP2C9, luciferin-H conversion; stronger effect = higher value; factor 1 = untreated enzyme, 0 = blocked; activation factor at 5 µM; 1.4% of 96,000 active;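 active means activation factor of 2 or more for CYP2C9 at a 5 µM dose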;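 further: 0 = sulfaphenazole-blocked wells and 1 = vehicle-only wells; values of inactives mirror those of a sister screen read the other way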
# CD11b adhes enh: enhancers of CD11b/CD18 adhesion to fibrinogen, primary screen, K562 cells, luminescence; 0.07% of 93,000 active; activation, % at 10 µM; Integrin beta-2 (Homo sapiens) + Integrin alpha-M (Homo sapiens), P05107+P11215; ATPlite luminescence;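 active means 10 µM primary screen giving 50% or more activity, confirmed by 40% or more on retest at that dose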; further: strong numbers were not always called active; reference of the scale not given here
# The depositor's hits bear a star; / = no result given.
item	structure	CYP2C9 inhib	PTK2B oligo ant	CYP2C19 act	MT1-MMP txn act	PLAP act	Mac1 fbg inh	CYP2C19 inh	CYP2C9 act	CD11b adhes enh
1	O=c1[nH][nH]c(-c2ccccc2)c1C=Nc1cccc(Cl)c1	18.9	0.43	0.5	/	1.1	/	52.8*	0.8	/
2	COc1ccc(/C=N/NC(=O)c2ccccc2)cc1CN1CCN(c2ccc(F)cc2)CC1	16.5	-0.5	1	/	1.1	-13.6	-4.3	0.8	7.2
3	CC(C)CCNC(=O)c1cnn2c(C(F)(F)F)cc(-c3ccco3)nc12	30.3	0.74	0.7	1	1.1	2.2	25.9	0.7	-4.8
4	O=C(NC1CCCCC1)NC1CCN(C(=S)NCc2ccco2)CC1	12.8	0.54	0.8	/	0.9	-5.2	15.1	0.9	-3.7
5	O=C(Cc1coc2ccc3ccccc3c12)Nc1nnc(C2CC2)s1	-2.8	-2.17	0.9	/	1	-15.9	8.1	1	-2.0
6	O=C(Nc1nc(-c2ccc(S(=O)(=O)N3CCCC3)cc2)cs1)c1ccco1	35.0	-2.62	1	1.2	1.2	-1.4	4.9	0.7	8.0
7	Cc1ccccc1NC(=O)c1cnc2ccccn2c1=O	4.6	0.79	0.8	/	1	-5.9	19.7	1	-1.7
8	COc1ccc(Nc2nc(C)cc(C)c2C#N)cc1	-10.8	0.64	0.9	1.1	0.9	-0.8	14.2	1.1	0.4
9	Cn1c(SCC(=O)NCC2CCCO2)nnc1-c1ccc(S(=O)(=O)N2CCCC2)cc1 (centres undefined)	-8.7	2.47	1.1	1	1.1	-13.0	-13.1	1.1	3.5
10	Cn1c(=O)oc2cc(S(=O)(=O)NCCC(=O)N3CCc4ccccc4C3)ccc21	-36.3	-0.9	0.9	/	0.9	-4.6	12.5	1.4	0.5
11	C=CCn1c(=N)c(C(=O)OCC)cc2c(=O)n3cc(C)ccc3nc21	9.1	/	0.9	1.3	1.2	-4.0	11.3	0.9	-3.1
12	O=C(CSc1nnnn1Cc1ccccc1)c1ccccc1	14.9	0.14	0.3	1.1	0.7	-2.5	74.3*	0.9	-2.5
13	O=C(C1CCN(S(=O)(=O)c2cccc3cccnc23)CC1)N1CCn2c1nc1ccccc12	-38.6	/	0.6	1	1.5	-10.2	40.2	1.4	0.8
14	CCOC(=O)c1c(NC(=O)c2cccs2)sc2c1CCCC2	0.5	-0.76	1	/	0.9	18.1	3.3	1	12.8
15	CCOC(=O)c1sc2cc([N+](=O)[O-])cc(SCC(C)C)c2c1N	17.2	0.19	1.1	/	0.6	-0.6	-7.0	0.8	1.7
16	Cc1csc(=N)n1-c1ccc(Cl)cc1	21.6	0.1	0.7	1.4	0.8	0.5	29.8	0.8	2.8
17	CCOc1cc(/C=N/NC(N)=O)ccc1OC(=O)c1ccc(C)cc1	12.2	/	0.9	/	0.9	1.1	7.5	0.9	-0.6
18	Cc1ccc(NC(=O)c2cc(-c3cccs3)on2)cc1	-7.6	0.48	0.9	/	0.7	6.0	5.7	1.1	6.8
19	COC(=O)c1ccc(C2CC(=O)Nc3cc(OC)c(OC)c(OC)c32)cc1 (centres undefined)	87.9*	0.76	0.1	1.1	1.1	-0.8	93.3*	0.1	0.3
20	C=CCSc1n[nH]c(-c2ccc(OCCCC)cc2)n1	48.3	-0.52	0.9	1.5	0.8	-6.8	11.1	0.5	4.1
21	COC(=O)c1cn[nH]c1N	-36.1	0.02	1.2	1.1	0.9	-22.8	-16.4	1.4	-3.2
22	CN(C)/C=N/c1ncc(C(=O)c2ccc(Cl)cc2)s1	-14.5	-0.95	0.9	/	0.9	-23.4	10.0	1.1	2.7
23	O=S(=O)(N1CCCCC1)N1CCCN(S(=O)(=O)N2CCCCC2)CC1	50.4*	0.71	0.7	1.2	1.3	14.6	25.4	0.5	-2.6
24	CCC(=O)Nc1cccc(NC(=O)CN2CCN(c3ccccc3OC)CC2)c1	14.8	0.19	0.7	1.1	1.4	9.4	25.6	0.9	1.2
25	Cc1ccc2nc(NC(=O)C(NS(=O)(=O)c3cccc4nsnc34)C(C)C)sc2c1 (centres undefined)	76.6*	/	0.8	/	1.8	11.5	22.7	0.2	-7.3
26	CC(=O)Nc1nc(=S)n(-c2ccccc2)[nH]1	5.2	-0.23	1	1.2	0.8	6.5	-1.3	0.9	-4.8
27	Cc1nc(NC(N)=S)sc1C(=O)Nc1ccccc1	24.1	2.56	0.9	0.9	0.8	/	7.6	0.8	/
28	N#C/C(=C(\O)Cc1ccccc1)c1nc2ccccc2[nH]1	5.2	-0.23	0.9	1.1	0.9	-2.9	7.4	0.9	0.5
29	COc1ccc(NC(=O)C(NC(C)=O)C(=O)NCc2ccccc2OC)cc1 (centres undefined)	23.0	0.63	0.8	/	1	-0.6	15.3	0.8	-4.7
30	CCc1ccc2oc(-c3cc(N)ccc3Cl)nc2c1	26.4	0.46	0.5	0.6	1	9.1	53.0*	0.7	2.7
31	CC(C)C1Cc2c(C#N)c(N)sc(=S)c2CO1 (centres undefined)	84.4*	0.09	0.5	/	1.3	-3.7	50.9*	0.2	3.3
32	COc1cc2cc(CN(Cc3cccnc3)C(=O)NCc3ccccc3)c(=O)[nH]c2cc1OC	37.3	0.41	0.5	1	1.6	8.8	51.7*	0.6	4.1
33	CC(C)COC(=O)Nc1nnc(SCc2ccccc2F)s1	6.2	-0.57	0.9	1.2	1.2	2.0	9.1	0.9	-5.6
34	COc1cc(OC)cc(C(=O)N(Cc2nc(-c3cccc(C)c3)no2)C(C)C)c1	94.6*	-1.11	0.1	/	1.5	11.2	85.7*	0.1	-0.3
35	CCc1nc(SCC(=O)N2CCOCC2)c2c(=O)n(C)c(=O)n(C)c2n1	-12.0	/	1.2	1.1	1.3	11.2	-18.2	1.1	-4.6
36	CCCCC(=O)Nc1cccc(-c2nc3ncccc3o2)c1	36.3	0.32	0.7	1.1	0.9	10.2	32.0	0.6	-0.7
37	COc1cc(C)c(C(C)C)cc1S(=O)(=O)NCCCn1ccnc1	99.0*	0.25	0	1.1	1.6	-3.4	99.9*	0	0.0
38	COc1ccc(N2CCN(CC(O)c3c[nH]c4ccc(OC)cc34)CC2C)cc1 (centres undefined)	27.8	0.22	0.8	0.9	1.2	/	22.5	0.7	/
39	CCCC(=O)n1nc(-c2ccc(OC)cc2)nc1N	-1.1	0.14	0.5	1.4	0.9	0.4	53.3*	1	2.6
40	CCn1c(SCC(=O)Nc2ccccc2OC)nnc1-c1cnccn1	17.1	1.28	0.7	1	1	-0.3	33.5	0.8	-2.6
41	CC(=O)Nc1cccc(NC(=O)CSc2nnnn2C(C)C)c1	16.6	1.01	0.6	1	0.9	-24.9	41.7	0.8	0.1
42	COc1ccc(OC)c(C(=O)c2oc3ccccc3c2NC(C)=O)c1	48.8	-0.41	0	1	1.1	55.3	98.1*	0.5	0.7
43	Cc1ccc(S(=O)(=O)/C(C#N)=C/c2c(N3CC(C)OC(C)C3)nc3c(C)cccn3c2=O)cc1 (centres undefined)	72.5*	-1.75	0.9	1	1.4	10.0	7.4	0.3	-1.4
44	O=C(NCCN1CCOCC1)c1ccccc1Oc1ccccc1	13.4	-0.02	0.9	1	1.2	8.6	13.7	0.9	-2.2
45	CCN(c1ccc(OC)cc1)S(=O)(=O)c1ccc2c(c1)CCN2C(=O)CCC(=O)O	70.1*	-0.54	0.8	1	1.3	2.4	18.2	0.3	3.7
46	CC(C)(C)C(=O)Nc1ccc(N2CCCC2)cc1	8.5	-0.78	1	1.3	1	-4.4	0.1	0.9	-3.3
47	O=C(O)c1ccccc1C(=O)OCc1ccccc1	-8.3	1.03	1	/	1.2	10.5	-2.2	1.1	2.2
48	O=C(OCC(=O)N1CCN(C(=O)c2ccco2)CC1)c1cc(-c2ccc(F)cc2)nc2ccccc12	40.1	-1.42	0.9	1.3	1.5	6.5	12.2	0.6	1.8
49	COc1ccc2[nH]c(O)c(NC(C)=O)c2c1	63.4*	-0.33	0.9	1	1	2.6	8.0	0.4	-0.5
50	C=CCN(C(=O)Cn1c(C(=O)OC)cc2oc(C)cc21)c1ccccc1	47.8	-1.3	0.1	1.2	1	1.4	92.3*	0.5	-3.5
51	COc1ccc(NS(=O)(=O)c2ccc(N3C(=O)CCC3=O)cc2)cc1	70.3*	1.17	0.1	1.1	0.9	9.0	85.5*	0.3	-1.0
52	Cc1cc(=O)n2nc(N3CCCC(C(=O)NC(C)c4ccccc4)C3)sc2n1 (centres undefined)	22.0	0.32	0.9	1	1.2	-8.9	11.0	0.8	3.3
53	CCOC(=O)c1ccc(NC(=O)N2CCCCC2)cc1	10.7	2.55	0.6	1.2	0.9	3.3	36.7	0.9	2.2
54	CCCOc1ccc(C(=O)Nc2ccc(N(C)C)cc2)cc1	-4.6	0.52	1	1.1	1.2	10.0	1.6	1	-3.6
55	c1csc(CNCCCN2CCOCC2)c1	2.7	0.25	1	1.1	1.1	-5.6	0.0	1	2.6
56	Cc1cc(NC(=O)Cn2nc(C(F)(F)F)c3c2CCC3)n(-c2ccccc2)n1	61.7*	-0.02	0.2	1.1	1.1	11.5	80.0*	0.4	-2.5
57	Cc1cc(C)c2nc(SCC(=O)Nc3ccc(S(=O)(=O)N4CCCC4)cc3)c(C)cc2c1	88.0*	-1.22	0.6	1.4	1.3	-7.4	37.9	0.1	6.8
58	O=C(NCCC(=O)N1CCNC1=O)OCc1ccccc1	-31.9	0.2	0.8	1.1	1.4	8.0	24.2	1.3	-1.0
59	CCc1ccc2[nH]c(=O)c(C(c3nnnn3CCOC)N3CCN(c4ccc(F)cc4)CC3)cc2c1 (centres undefined)	69.4*	0.37	0	1.3	1.3	-2.4	96.0*	0.3	0.2
60	S=C(Nc1ccc(Cl)c(Cl)c1)NC1CCCCC1	9.1	-1.7	0.9	/	1.1	8.7	11.8	0.9	2.3

# New compounds follow:
item	structure	CYP2C9 inhib	PTK2B oligo ant	CYP2C19 act	MT1-MMP txn act	PLAP act	Mac1 fbg inh	CYP2C19 inh	CYP2C9 act	CD11b adhes enh
61	CCCOP(=O)(c1ccc(N(C)C)cc1)C(O)c1ccccc1OC (centres undefined)	-24.7	0.49	0.7	1.2	1	-5.1	33.4	1.2	1.2
62	CCOc1ccc(S(=O)(=O)Nc2cc(C)ccn2)c2ccccc12	-8.6	0.2	1	0.9	0.8	8.2	-3.8	1.1	0.7
63	CC(C)c1nc(NCCN2CCOCC2)c(C#N)c2c1COC(C)(C)C2	45.1	0.03	0.9	1.1	1.5	0.4	14.7	0.5	3.1
64	Cc1ccc(Cl)cc1-n1c(=O)cc(N2CC(C)OC(C)C2)[nH]c1=O (centres undefined)	7.7	0.91	0.9	1.1	1.2	7.4	12.1	0.9	-2.3
65	CN(C)C(=O)c1ccccc1Sc1ccc(Cl)cc1Cl	57.7*	-0.5	0.1	/	1.4	57.5	94.9*	0.4	0.1
66	COc1ccc(NC(=O)CSc2nnc(-c3cccs3)n2-c2ccccc2)cc1	-7.6	-0.42	1	1	0.8	-5.2	-3.1	1.1	-2.3

# Whole records, looked up by structure. Order of values: CYP2C9 inhib	PTK2B oligo ant	CYP2C19 act	MT1-MMP txn act	PLAP act	Mac1 fbg inh	CYP2C19 inh	CYP2C9 act	CD11b adhes enh
# Shown for CC(C)c1nc(NCCN2CCOCC2)c(C#N)c2c1COC(C)(C)C2 : 45.1	0.03	0.9	1.1	1.5	0.4	14.7	0.5	3.1
# Shown for COc1ccc(NC(=O)CSc2nnc(-c3cccs3)n2-c2ccccc2)cc1 : -7.6	-0.42	1	1	0.8	-5.2	-3.1	1.1	-2.3
